Source: PubChem BioAssay
MPTP inh – permeability transition pore inhibition | isolated mouse mitochondria, Ca2+ swelling absorbance, 30 min | inhibition, % at 10 µM | 360,000 compounds, 1.4% hits;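 active = inhibition of 50% or more, scaled per plate between neutral and stimulator controls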;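 note: 0% = DMSO wells given calcium and 100% = 1 mM EGTA wells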
NR3A LBD binder – NR3A (human) ligand-binding domain modulation; NR3A LBD differential scanning fluorimetry, Tm shift; 0% = protein alone, 100% = glycine-bound protein; Tm shift relative to glycine control, % at 25 µM; 340,000 compounds, 2.5% hits;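 active = melting temperature shift of at least 10% of the positive control shift, at one fixed dose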
mIAP block – mouse IAP inhibition; purified mouse IAP, CDP-Star luminescence, 30 min; inhibition, % at 10 µM; 330,000 compounds, 0.2% hits; AID 2806;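 active = inhibition of at least 40% at 10 µM in the primary screen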;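 note: plate controls were DMSO with enzyme for no effect and no enzyme wells for full effect; values of inactives mirror those of a sister screen read the other way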
hIAP activ – increases human intestinal alkaline phosphatase activity; P09923; purified human IAP, CDP-Star luminescence, 30 min; hits give high values; 1 = vehicle-only enzyme, 0 = enzyme-free background; activation factor at 10 µM; 330,000 compounds, 0.16% hits; AID 2524;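 active = activation factor of the enzyme at least 2-fold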; note: the source names both 10 and 20 µM as test concentration; values of inactives mirror those of a sister screen read the other way
Target sequence (P09923 whole entry, looked up): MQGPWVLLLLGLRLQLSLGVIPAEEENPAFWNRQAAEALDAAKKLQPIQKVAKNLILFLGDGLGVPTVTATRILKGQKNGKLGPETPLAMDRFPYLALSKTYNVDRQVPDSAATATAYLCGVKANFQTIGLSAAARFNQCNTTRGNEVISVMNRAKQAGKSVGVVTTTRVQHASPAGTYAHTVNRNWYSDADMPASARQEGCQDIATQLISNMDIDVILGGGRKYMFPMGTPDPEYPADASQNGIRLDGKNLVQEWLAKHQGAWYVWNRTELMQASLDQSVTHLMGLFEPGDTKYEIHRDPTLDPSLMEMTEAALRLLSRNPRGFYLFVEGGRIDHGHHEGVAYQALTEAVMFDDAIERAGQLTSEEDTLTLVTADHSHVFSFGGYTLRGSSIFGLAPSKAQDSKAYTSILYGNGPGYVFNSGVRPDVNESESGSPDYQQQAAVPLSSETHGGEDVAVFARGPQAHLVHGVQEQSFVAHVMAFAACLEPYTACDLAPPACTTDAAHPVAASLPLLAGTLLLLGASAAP
beta cell repl – induces beta-cell replication in MIN6 cells | MIN6 cells proliferation, ATPlite luminescence, 48 h; cells starved in 0.2% serum; 100% = growth in 10% serum | proliferation, % at 10 µM | 330,000 compounds, 0.29% hits | AID 2380;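 active = compounds whose signal lies at least 3.5 SD above the mean of all wells on their plate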;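 note: 0% = DMSO-treated cells in low-serum medium and 100% = 10% serum control; some compounds called inactive have numbers as strong as hits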
APOBEC3G inh – blocks human APOBEC3G single-stranded DNA deamination; recombinant A3G, ssDNA deamination FAM/TAMRA fluorescence; inhibition, % at 20 µM; 330,000 compounds, 0.28% hits; AID 493012;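 active = inhibition of at least 40% at 20 µM, with no more than 30% in the related APOBEC3A deaminase screen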;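 note: plate controls were DMSO wells with A3G for no effect and wells lacking A3G enzyme for full effect; some compounds called inactive have numbers as strong as hits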
hIAP inh – human IAP inhibition. P09923. purified IAP, CDP-Star luminescence, 30 min. inhibition, % at 10 µM. 330,000 compounds, 0.12% hits;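 active = inhibition reaching a set limit with compound at 10 µM in the primary screen, cut at about 35% in these data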;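 note: plate controls were DMSO wells with enzyme for no effect and no-enzyme buffer wells for full effect; values of inactives mirror those of a sister screen read the other way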
mIAP act – increases mouse intestinal alkaline phosphatase activity. muIAP, CDP-Star luminescence, 30 min; hits give high values; 1 = vehicle-only enzyme signal, 0 = enzyme-free wells. activation factor at 10 µM. 330,000 compounds, 0.24% hits;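 active = activation factor of at least 2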; note: the source names both 10 and 20 µM as test concentration; values of inactives mirror those of a sister screen read the other way
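Assay system: mouse IAP enzyme; Reagent: CDP-Star chemiluminescent phosphatase substrate; Compound: DMSO-dissolved test compounds; Incubation: 30 min, room temperature; Technique: luminescence from enzymatic CDP-Star hydrolysis; Controls: DMSO-only wells and no-enzyme negative control.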
A3A deaminase – inhibitors of human APOBEC3A DNA deaminase | 330,000 compounds, 0.41% hits | P31941 | recombinant A3A, FAM/TAMRA ssDNA deamination fluorescence | inhibition, % at 20 µM;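 active = at least 40% inhibition at 20 µM here, with at most 30% in a related deaminase screen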;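 note: plate controls were A3A with DMSO for no effect and wells lacking A3A enzyme for full effect; some results filed as inactive read as strong as hits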
Target sequence (P31941 whole entry, looked up): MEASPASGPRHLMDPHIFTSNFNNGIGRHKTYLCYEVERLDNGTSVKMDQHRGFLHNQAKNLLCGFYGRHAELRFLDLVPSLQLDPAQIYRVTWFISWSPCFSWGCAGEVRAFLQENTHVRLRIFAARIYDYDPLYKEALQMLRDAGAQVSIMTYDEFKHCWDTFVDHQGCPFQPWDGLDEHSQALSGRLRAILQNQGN
The depositor's hits bear a star; . = not tested or not shown.

SMILES | MPTP inh | NR3A LBD binder | mIAP block | hIAP activ | beta cell repl | APOBEC3G inh | hIAP inh | mIAP act | A3A deaminase
Cn1c(CN2CCCCC2)nc2cc(NC(=O)c3ccc(F)cc3)ccc21 | -1.9 | -3 | -3 | 1.2 | -1 | 0 | -21 | 1 | -1
CCCCCC/C=N/Nc1nnc(Cc2ccc(OC)c(OC)c2)c(=O)[nH]1 | 1.0 | 2 | 13 | 1.2 | -2 | -7 | -18 | 0.87 | 0
CCN(C(=O)CN1C(=O)NC2(CCCc3ccccc32)C1=O)c1ccc(F)cc1 (stereo not given) | -2.1 | 1 | 1 | 0.94 | 5 | -6 | 6 | 0.99 | 0
CCN1CCN(C(C)CCc2ccccc2)CC1 (stereo not given) | 0.1 | -2 | -5 | 0.96 | 0 | -8 | 4 | 1.1 | -1
COC(=O)C1=C(C)N(CCc2ccc(OC)c(OC)c2)C(=O)/C1=C\N(C)C | 0.0 | -1 | -2 | 1.1 | -2 | -4 | -14 | 1 | -3
O=C(CCCOc1cccc(Br)c1)NC1CCC(O)CC1 (stereo not given) | -0.9 | 0 | -4 | 1.2 | -4 | 2 | -16 | 1 | 5
Cc1cc(C(=O)CN2C(=O)NC(CC(C)C)C2=O)c(C)n1C1CC1 (stereo not given) | -1.2 | 3 | 0 | 1.2 | -3 | -4 | -21 | 1 | -3
O=C(CCNS(=O)(=O)c1ccccc1C(F)(F)F)N1CCN(S(=O)(=O)c2cccc(Cl)c2)CC1 | -1.3 | 0 | -1 | 0.98 | 6 | -7 | 2 | 1 | 3
CCOC(=O)c1cnc2nc(SC)nn2c1N | 0.1 | -3 | 10 | 0.79 | 2 | -5 | 21 | 0.9 | -3
CCN(CC)CCOC(=O)c1ccc(NC(=S)NC(=O)/C=C/c2ccco2)cc1 | . | . | 9 | 0.89 | -1 | -8 | 11 | 0.91 | -8
COc1ccc(CC(=O)N2CCN(c3ccccc3OC)CC2)cc1 | 0.1 | 2 | 1 | 0.86 | 2 | -7 | 14 | 0.99 | -3
CC(=O)c1cccc(NC(=O)/C(=C\c2ccco2)NC(=O)c2ccco2)c1 | 0.8 | 1 | -6 | 0.98 | 3 | -5 | 2 | 1.1 | -3
CCC(=O)Nc1ccc(C(=O)COC(=O)C(CCSC)NC(=O)COc2ccccc2)cc1 (stereo not given) | -1.0 | 0 | 6 | 0.97 | 2 | -5 | 2 | 0.94 | -2
O=C(Oc1ccc(/C=N/Nc2nc(N3CCCCC3)nc(N3CCCCC3)n2)cc1)c1ccco1 | -0.9 | 0 | -6 | 1.1 | -3 | -15 | -5 | 1.1 | -3
COc1ccc(S(=O)(=O)N(C)CC(=O)Nc2ccccc2C(F)(F)F)cc1 | -0.5 | 0 | -8 | 1.1 | -3 | -2 | -5 | 1.1 | -6
CCOc1ccccc1N(CC(=O)Nc1ccccc1C(=O)OC)S(C)(=O)=O | 2.0 | 1 | 4 | 1.1 | -1 | -4 | -6 | 0.95 | -1
Cn1ncc(S(=O)(=O)Cc2ccccc2)c(Cl)c1=O | 14 | 1 | 9 | 0.83 | -4 | -4 | 17 | 0.91 | -3
CO[C@H]1CC[C@@]2(C)[C@@H](CC[C@@H]3[C@@H]2CC[C@@]2(C)[C@H]3C[C@H](C(=O)N[C@@H](CCCN=C(N)N)C(=O)NCC(=O)N[C@@H](CC(=O)O)C(N)=O)O[C@]23CCCO3)C1 | -0.2 | -1 | -8 | . | . | 2 | . | 1.1 | 0
CCOc1cc(N2CCOCC2)c(OCC)cc1NC(=O)CCC1CCCC1 | -0.6 | 1 | 2 | 0.82 | -1 | -5 | 18 | 0.98 | -3
CCC(c1nnnn1Cc1ccc(F)cc1)N1CCN(C)CC1 (stereo not given) | -4.0 | -4 | -2 | 1.2 | -1 | -10 | -17 | 1 | -4
O=C(NCc1ccc(F)cc1)c1ccc(CS(=O)(=O)Cc2ccc(F)cc2)o1 | -0.6 | -1 | 2 | 1.1 | -2 | -6 | -11 | 0.98 | -1
COc1ccc(NS(=O)(=O)c2cccc(-c3nnc4n3CCCCC4)c2)cc1 | -0.3 | 0 | 0 | 1.1 | -2 | -4 | -8 | 1 | -10
O=c1c(Cl)c(N2CCN(S(=O)(=O)c3ccccc3)CC2)cnn1-c1ccccc1 | 12 | 5 | 7 | 1.2 | 0 | -5 | -17 | 0.93 | -4
O=C(NC(=O)c1c(Cl)cccc1Cl)Nc1ccc(Oc2cccnc2)nc1 | 2.6 | 2 | -14 | 1.1 | 0 | 37 | -10 | 1.1 | 1
Oc1ccc(/C=N/n2c3ccccc3c3ccccc32)cc1 | -5.7 | 16* | 7 | 0.9 | -5 | -1 | 10 | 0.93 | 1
Cc1cccc(N(C(=O)CCC(=O)Nc2ccccn2)C(C(=O)NC(C)C)c2ccc(F)cc2)c1 (stereo not given) | -1.6 | 2 | 0 | 1.2 | 0 | -4 | -16 | 1 | -4
Cc1ccc([C@@H]2[C@@H]3C(=O)N(C)C(=O)[C@@H]3[C@]3(Cc4ccccc4)C(=O)N(Cc4ccccn4)CC(=O)N23)o1 | -1.0 | -1 | 10 | 0.95 | 1 | -12 | 5 | 0.9 | -2
CC1CCCC(C)N1CC(O)COCC1COc2ccccc2O1 (stereo not given) | -2.0 | 0 | -16 | 1 | -2 | -1 | -2 | 1.2 | -3
Cc1cc(Cl)ccc1OCCCC(=O)OCC(=O)c1c(N)n(C)c(=O)n(C)c1=O | 1.8 | 0 | -2 | 1 | 0 | -3 | -5 | 1 | -7
CN1CCN(C(=O)c2ccc3c(=O)n(CCc4ccccc4)c(=S)[nH]c3c2)CC1 | 0.1 | 3 | -5 | 1 | -3 | -5 | -4 | 1 | -1
Cc1ccc(C)c(NC(=O)COc2coc(CN3CCc4ccccc43)cc2=O)c1 | -0.2 | 1 | 1 | 1.1 | -5 | -4 | -5 | 0.99 | -2
CCOc1ccc(-c2nc(-c3cccnc3)no2)cc1 | 1.5 | 0 | 9 | 1 | -3 | -2 | 0 | 0.91 | -3
Cc1ccc2nc(N(CCN3CCOCC3)C(=O)CCS(=O)(=O)c3ccccc3)sc2c1 | -2.2 | 5 | 8 | 0.94 | -7 | -6 | 6 | 0.93 | -5
CCOC(=O)Nc1ccc2c(c1)N(C(=O)CN(C)C)c1ccccc1CC2 | 2.5 | 1 | 2 | 1.2 | -4 | 0 | -17 | 0.97 | 5
Cc1ccc(-c2csc3nc(C(C)C)oc(=O)c23)c(C)c1 | -0.6 | 0 | 11 | 0.94 | 2 | -4 | 6 | 0.89 | -7
CCc1c(C)nc2c(-c3ccccc3)c[nH]n2c1=O | 0.1 | -3 | 8 | 0.93 | -4 | -6 | 7 | 0.92 | -7
O=C(c1cn(-c2ccccc2)nc1-c1cccs1)N1CCN(c2ccccc2)CC1 | 6.1 | 1 | -11 | 0.92 | -5 | -5 | 8 | 1.1 | 0
COc1ccc(CCC(=O)NNC(=O)c2cc(Cl)ccc2OC)cc1OC | -0.1 | -1 | 7 | 1.3 | 3 | -6 | -28 | 0.93 | -1
COc1ccc(NC(=S)NNC(=O)Cn2nc(C(F)F)cc2C(F)F)cc1 | -0.8 | -2 | 4 | 1 | 0 | -10 | -4 | 0.96 | -4
Cc1cccc(OC(=O)c2ccc3nccnc3c2)c1 | -1.9 | -1 | -5 | 0.95 | 0 | -2 | 5 | 1.1 | -2
CCN1C(=O)c2ccccc2Sc2ccc(C(=O)NC(C)C)cc21 | 0.0 | 0 | 0 | 0.86 | 3 | -11 | 14 | 1 | -5
O=C1Nc2ccccc2/C1=N\c1sc2c(c1C(=O)Nc1ccccc1)CCCC2 | 0.7 | 1 | 4 | 1 | -3 | 1 | -5 | 0.96 | 0
CN(Cc1ccccc1)S(=O)(=O)c1ccc(Cl)c(C(=O)NCc2ccc3c(c2)OCO3)c1 | 3.9 | 9 | -12 | 0.97 | -2 | -10 | 3 | 1.1 | -5
CN(C)C=Nc1ncc2c([nH]c3ccccc32)c1C#N | 0.5 | 2 | 7 | 0.93 | -2 | -5 | 7 | 0.93 | -4
CC(CC(=O)Nc1ccc(Cl)c(S(=O)(=O)N2CCOCC2)c1)c1ccccc1 (stereo not given) | 9.8 | -2 | -7 | 0.99 | -3 | 0 | 1 | 1.1 | 2

Nothing new here: an excerpt of the list.
SMILES | MPTP inh | NR3A LBD binder | mIAP block | hIAP activ | beta cell repl | APOBEC3G inh | hIAP inh | mIAP act | A3A deaminase
Cc1ccc(-c2csc3nc(C(C)C)oc(=O)c23)c(C)c1 | -0.6 | 0 | 11 | 0.94 | 2 | -4 | 6 | 0.89 | -7
CCc1c(C)nc2c(-c3ccccc3)c[nH]n2c1=O | 0.1 | -3 | 8 | 0.93 | -4 | -6 | 7 | 0.92 | -7
O=C(c1cn(-c2ccccc2)nc1-c1cccs1)N1CCN(c2ccccc2)CC1 | 6.1 | 1 | -11 | 0.92 | -5 | -5 | 8 | 1.1 | 0

The listing continues:
SMILES | MPTP inh | NR3A LBD binder | mIAP block | hIAP activ | beta cell repl | APOBEC3G inh | hIAP inh | mIAP act | A3A deaminase
OC1(Cc2ccn[nH]2)CCCCC1 | . | 2 | 18 | 0.94 | 0 | 2 | 6 | 0.82 | 9
Cc1[nH]c(C)c(S(=O)(=O)NCc2ccco2)c1C(=O)N1CCCCC1 | -1.9 | -1 | -3 | 1.3 | 1 | -3 | -31 | 1 | -2
COc1ccc(Cl)cc1C(=O)NCc1ccco1 | 1.6 | 0 | 3 | 1.2 | 0 | 5 | -19 | 0.97 | 4
COc1cccc(OC)c1C(=O)Nc1cc(C)on1 | 3.4 | 1 | 4 | 1.1 | -1 | -7 | -7 | 0.96 | 1
O=C(NC1=NCCS1)c1cccc(S(=O)(=O)N2CCOCC2)c1 | 0.3 | 1 | -9 | 0.9 | 5 | -2 | 10 | 1.1 | 1
CCCCC(CC)COP(=O)(OCC(CC)CCCC)OCC(CC)CCCC (stereo not given) | -1.3 | 3 | 8 | 0.93 | -7 | -3 | 7 | 0.92 | -2
O=C(O)c1ccccc1CSc1ncn[nH]1 | -3.0 | 0 | -5 | 0.89 | -2 | -4 | 11 | 1.1 | 0
COc1ccc(NC(=O)c2c([N+](=O)[O-])c(C(C)(C)C)nn2C)cc1 | 3.9 | 1 | 5 | 1.2 | -1 | 1 | -22 | 0.95 | 1
CCC(C)(C)C1CCC(=NNC(=S)Nc2cccnc2)CC1 (stereo not given) | -2.6 | 4 | 19 | 0.89 | -3 | -5 | 11 | 0.81 | -4
Cc1nnc(C)c2c(C)n(-c3ccc(Cl)c(N)c3)c(C)c12 | -0.2 | -4 | 7 | 0.89 | -1 | -3 | 11 | 0.93 | -6
O=C(c1cc2cc(Cl)ccc2o1)N1CCCCCC1 | 0.5 | 0 | 7 | 1.1 | 5 | -7 | -8 | 0.93 | -3
CS(=O)(=O)c1nc(-c2ccc(Br)cc2)cc(-c2ccccc2)c1C#N | 1.0 | 1 | 2 | 0.94 | -6 | -3 | 6 | 0.98 | 5
CCc1nn(C(CC)C(=O)NCC(C)c2ccccc2)c(=O)c2cc3occc3n12 (stereo not given) | -0.4 | 2 | 4 | 0.97 | 6 | -6 | 3 | 0.95 | -3
COc1cccc(CN(C)CC(=O)Nc2sc3c(c2C#N)CCC3)c1 | 3.7 | 1 | 9 | 1.1 | -3 | -10 | -6 | 0.91 | 2
Cc1c(NC(=O)C(C)N2C(=O)NC3(CCC(C)CC3)C2=O)c(=O)n(-c2ccccc2)n1C (stereo not given) | 0.2 | -3 | -5 | 1.1 | 2 | -3 | -10 | 1 | 5
